Pf Dd2 growth = P. falciparum Dd2 growth inhibitors, primary screen, SYBR Green fluorescence, single dose replicates | 72 h; hits give low values | activity change, % at 10 µM | hit rate 2.3% among 94,000 | AID 1159554, 2015; in the data active means activity change below about -80%; inconclusive means no clear call, values can overlap the other calls
KDM4C inh = inhibitors of GASC-1 (KDM4C) histone demethylase, primary screen, biochemical, single concentration HTS | Lysine-specific demethylase 4C (Homo sapiens), Q9H3R0 | inhibition, % at 12.5 µM | hit rate 0.15% among 96,000 | GST-KDM4C 2-372, H3K9me3 peptide, LANCE TR-FRET | AID 720574, 2013;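 active means mean replicate inhibition above about 25%, with at least 55% of replicates also reaching it, limit read from the data, passing the limit was not always enough; inconclusive means only one of those two conditions met; inactive means neither condition met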
Target sequence (Q9H3R0 2-372 limits assumed): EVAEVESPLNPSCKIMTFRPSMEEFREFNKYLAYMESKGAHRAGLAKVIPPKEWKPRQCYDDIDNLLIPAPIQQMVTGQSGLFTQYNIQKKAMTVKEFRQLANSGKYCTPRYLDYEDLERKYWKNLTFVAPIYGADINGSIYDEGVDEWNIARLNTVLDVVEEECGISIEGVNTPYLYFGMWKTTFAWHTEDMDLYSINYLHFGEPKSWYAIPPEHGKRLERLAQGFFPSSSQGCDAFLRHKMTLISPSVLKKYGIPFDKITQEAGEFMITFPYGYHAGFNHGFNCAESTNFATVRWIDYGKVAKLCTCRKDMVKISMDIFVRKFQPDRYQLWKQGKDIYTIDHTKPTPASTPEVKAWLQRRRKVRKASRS
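material = GST-tagged GASC-1 (JMJD2C) catalytic fragment, aa 2-372 | amount = enzyme final amount 10 nM | medium = HEPES buffer, pH 7.5, plus ascorbate | also added = H3K9me3 peptide substrate, Fe(II), 2-oxoglutarate | dosing = single dose | times = 30 min demethylation and 1 h detection at room temperature | detection = LANCE TR-FRET | read-out basis = Fall in 671/618 emission ratio as inhibition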
Tcruzi prolif = T. cruzi intracellular proliferation inhibitors, primary screen, cell-based, beta-gal Tulahuen parasites, NIH3T3 host, luminescence. inhibition, % at 8.34 µM. T. cruzi beta-gal in NIH3T3, GalScreen luminescence, 90 h. hit rate 5.9% among 77,000;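 active means mean inhibition above about 93%, with at least 55% of replicates each passing it, limit read from the data, passing the limit was not always enough; inconclusive means only one of those two conditions holds; inactive means neither condition holds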
C diff HTS = C. difficile growth inhibitors, primary screen, HTS | Clostridium difficile clinical isolate growth, OD600, 24 h; hits give low values | growth activity, negative = inhibition, % at 16 µg/mL (by protocol) | hit rate 0.25% among 86,000;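 active means mean growth activity at or below -80% and every replicate also at or below -80%; inconclusive means mean at or below -80% but some replicate above -80%; inactive means mean growth activity above -80%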;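 further: 0% = DMSO wells and -100% = levofloxacin 16 µg/mL wells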
* = called active by the depositor; u = inconclusive; x = no result given; & = joins results of further samples.

structure	Pf Dd2 growth	KDM4C inh	Tcruzi prolif	C diff HTS
CO[C@@H]1CN(C)C(=O)c2ccc(NC(=O)Nc3ccccc3Cl)cc2OC[C@@H](C)N(C)C[C@H]1C	-87*	1.4	-6	x
C[C@@H]1CCCCO[C@@H](CN(C)Cc2ccccc2)[C@H](C)CN([C@H](C)CO)C(=O)c2cc(NS(=O)(=O)c3ccc(F)cc3)ccc2O1	-64	-0.3	81	-9
CCCNC(=O)N1C[C@@H](C)[C@H](OC)CN(C)C(=O)c2cc(NC(=O)C3CCC3)ccc2OC[C@H]1C	x	0.7	47	x
COc1ccc(CN(C)C[C@@H]2Oc3c(NC(=O)C4CCCCC4)cccc3C(=O)N([C@H](C)CO)C[C@@H]2C)cc1	-9	-0.6	42	8
COCC(=O)N1CC[C@@H]2[C@H](CO)Nc3ccc(C#Cc4ccc(OC)cc4)cc3[C@@H]21	-23	0.1	62	-12
CN1c2ccc(-c3ccc(C#N)cc3)cc2[C@@H]2[C@@H](CCN2C(=O)NC2CCCCC2)[C@@H]1CO	-62	-9.6	x	14
O=C(CN1CCOCC1)N[C@@H]1CC[C@@H](CCn2cc(C3CCCC3)nn2)O[C@H]1CO	-6	x	x	-6
C[C@@H]1CN([C@H](C)CO)C(=O)c2cccc(NC(=O)c3ccncc3)c2O[C@@H]1CN(C)S(=O)(=O)c1ccccc1	25	0.0	-18	-2
C[C@@H](NC(=O)C[C@H]1CC[C@H](NC(=O)Cc2ccccn2)[C@H](CO)O1)c1ccccc1	3	1.0	6	x
Cc1ccc(S(=O)(=O)N[C@@H]2CC[C@H](CCn3cc(C4CCCC4)nn3)O[C@@H]2CO)cc1	-73	-3.3	x	5
O=C(C[C@@H]1CC[C@H]2[C@@H](COC[C@@H](O)CN2Cc2cc(F)ccc2F)O1)NCc1ccc(F)cc1	0	-0.6	7	x
CN1CCN(C(=O)C[C@@H]2C[C@@H]3c4cc(NC(=O)NC5CCCC5)ccc4O[C@@H]3[C@@H](CO)O2)CC1	3	4.9	31	-8
C[C@H]1CN([C@@H](C)CO)C(=O)c2ccccc2-c2ccccc2CO[C@H]1CN(C)Cc1ccc(O)cc1	5	0.1	14	x
Cc1noc(C)c1NC(=O)N[C@@H]1CC[C@H](CC(=O)NCCCN(C)C)O[C@H]1CO	4	0.0	87	x
C[C@H]1CCCCO[C@@H](CN(C)S(=O)(=O)c2ccc(Cl)cc2)[C@@H](C)CN([C@@H](C)CO)C(=O)c2cc(NC(=O)NC3CCCCC3)ccc2O1	x	-0.6	87	-2
C[C@H](CO)N1C[C@H](C)[C@H](CN(C)S(C)(=O)=O)Oc2ncc(/C=C/c3ccccc3)cc2C1=O	14&35	-0.4	8&10	-2&-2
C[C@@H]1CCCCO[C@@H](CN(C)C(=O)c2ccncc2)[C@@H](C)CN([C@@H](C)CO)C(=O)c2cc(NC(=O)NC3CCCCC3)ccc2O1	15	1.8	21	0
CCCC(=O)N1CC2(CN(C(=O)NC(C)C)C2)c2c(n(C)c3cc(OC)ccc23)[C@H]1CO	-44	0.7	x	-2
CNC(=O)C[C@H]1CC[C@H]2[C@H](COc3ccc(NC(=O)c4cc(F)cc(F)c4)cc3C(=O)N2C)O1	10	0.3	-15	13
CS(=O)(=O)N1[C@H](CO)[C@H](c2ccccc2)[C@@H]1C#N	25	-2.3	9	-8
O=C(Nc1ccccc1F)N1CCCCN2[C@H](C1)[C@@H](c1ccc(/C=C/c3ccccc3)cc1)[C@@H]2CO	3	-1.7	84	38
CNC(=O)C[C@@H]1CC[C@H]2[C@@H](COc3ccc(NC(=O)Nc4ccc(F)cc4)cc3C(=O)N2C)O1	-2	2.1	10	-11
CCCNC(=O)[C@@H]1[C@@H](CO)[C@@H]2Cn3c(cccc3=O)[C@@H]2N1C(=O)C1CCC1	-5	-5.1	50	0
N#Cc1ccc(-c2ccc([C@@H]3[C@@H](CO)N4C(=O)CN(C(=O)Cc5ccccc5)C[C@@H]34)cc2)cc1	-70	0.3	x	0
C[C@@H]1CN([C@@H](C)CO)C(=O)c2cc(NC(=O)CCCCCC(=O)Nc3ccccc3N)ccc2O[C@@H]1CN(C)S(=O)(=O)c1ccc(Cl)cc1	-55	-7.8	x	0
CO[C@@H]1CN(C)C(=O)c2ccc(NC(C)=O)cc2OC[C@H](C)N(CCC(F)(F)F)C[C@H]1C	27	0.2	-17	0
CC(C)NC(=O)N1[C@H](CO)[C@@H]2c3ccccc3N(C(=O)Nc3ccc(F)cc3)C[C@@H]21	4	-0.4	40	-3
C[C@H](CO)N1C[C@H](C)[C@@H](CN(C)Cc2ccc(-c3ccccc3)cc2)Oc2ccc(NC(=O)Cc3ccccc3)cc2CC1=O	-61	0.1	-14	62
O=C(C[C@H]1CC[C@@H]2[C@H](COC[C@@H](O)CN2S(=O)(=O)c2ccccc2)O1)NCCN1CCCC1	9	0.6	x	-2
C[C@H]1CN([C@@H](C)CO)C(=O)c2cc(NC(=O)NC3CCCCC3)ccc2O[C@H]1CN(C)S(=O)(=O)c1ccc(Cl)cc1	2	0.4	2	-8
COc1cccc(C#Cc2ccc([C@@H]3[C@@H](CO)N4C(=O)CN(C(=O)c5ccncc5)C[C@H]34)cc2)c1	16	0.0	x	-1
CC(C)[C@H](C)NC(=O)N(C)C[C@H]1OCc2ccccc2-c2ccccc2C(=O)N([C@@H](C)CO)C[C@@H]1C	-1	-0.2	-5	-2
CCC(=O)N1C[C@@H](C)[C@@H](OC)CN(C)C(=O)c2cc(NC(=O)Nc3ccc(Cl)cc3)ccc2OC[C@H]1C	-13	-1.6	3	x
O=C(C[C@@H]1C[C@@H]2c3cc(NC(=O)Nc4ccccc4)ccc3O[C@@H]2[C@H](CO)O1)NCc1cccc(F)c1	-24	0.2	38	2
N#C[C@H]1[C@@H](c2ccccc2/C=C/c2ccccc2)[C@@H](CO)N1C(=O)Nc1ccccc1	-7	0.5	x	3
C[C@@H]1CCCCO[C@H](CN(C)S(=O)(=O)c2ccc(F)cc2)[C@H](C)CN([C@@H](C)CO)C(=O)c2cc(NS(=O)(=O)c3ccc(Cl)cc3)ccc2O1	-16	-0.2	92	-4
C[C@@H]1CN([C@@H](C)CO)C(=O)c2cccc(N(C)C)c2O[C@@H]1CN(C)S(=O)(=O)c1ccc(Cl)cc1	-6	0.0	x	1&-6
C[C@H]1CCCCO[C@H](CN(C)S(=O)(=O)c2ccccc2)[C@@H](C)CN([C@@H](C)CO)C(=O)c2cc(NC(=O)C3CCCCC3)ccc2O1	-84*	-0.5	36	-7
O=C(NCCc1ccccc1)[C@@H]1[C@@H](CO)[C@@H]2Cn3c(cccc3=O)[C@@H]2N1Cc1ccncc1	3	4.1	-23	-1
COCC(=O)Nc1ccc2c(c1)OC[C@@H](C)N(C(=O)c1ccccn1)C[C@@H](C)[C@H](OC)CN(C)C2=O	11	-0.4	-22	-1
C[C@H]1CN([C@@H](C)CO)S(=O)(=O)c2ccc(C3=CCCCC3)cc2O[C@@H]1CN(C)Cc1ccccc1F	-45	0.3	x	38
Cc1noc(C)c1S(=O)(=O)N(C)C[C@@H]1Oc2ccc(NC(=O)NC3CCCCC3)cc2CC(=O)N([C@@H](C)CO)C[C@@H]1C	19	7.5	15	10
Cc1noc(C)c1S(=O)(=O)N(C)C[C@@H]1OCCCC[C@H](C)Oc2ccc(NC(=O)Nc3ccc4c(c3)OCO4)cc2C(=O)N([C@H](C)CO)C[C@@H]1C	-25	-2.5	82	-13
O=C(NCCc1ccncc1)[C@@H]1[C@@H](CO)[C@@H]2Cn3c(ccc(-c4cccc(F)c4)c3=O)[C@H]1N2	9	-0.8	20	-2
CC(C)NC(=O)Nc1cccc2c1O[C@@H](CN(C)CC1CCCCC1)[C@H](C)CN([C@@H](C)CO)C2=O	-81*	-2.1	x	-1
O=C(Nc1ccc(F)cc1)N1CC(=O)N2[C@H](CO)[C@H](c3ccc(-c4ccc(F)cc4)cc3)[C@@H]2C1	-37	-3.9	x	-4
CO[C@@H]1CN(C)C(=O)c2ccc(NS(=O)(=O)c3cccc(C)c3)cc2OC[C@@H](C)NC[C@H]1C	13	-0.2	-17	-3
COc1ccc(S(=O)(=O)Nc2ccc3c(c2)C(=O)N([C@H](C)CO)C[C@@H](C)[C@@H](CN(C)CC2CCCCC2)O3)cc1	12	1.7	-60	1
O=C([C@H]1[C@H](CO)[C@H]2Cn3c(ccc(C4=CCCCC4)c3=O)[C@@H]1N2)N1CCC(Cc2ccccc2)CC1	6	-1.6	20	-7
COc1cccc(S(=O)(=O)Nc2ccc3c(c2)C(=O)N(C)C[C@@H](OC)[C@@H](C)CN(Cc2ccccc2F)[C@@H](C)CO3)c1	-33	1.6	x	x

Carrying on:
structure	Pf Dd2 growth	KDM4C inh	Tcruzi prolif	C diff HTS
C[C@@H]1CN([C@H](C)CO)C(=O)c2cc(NC(=O)Nc3ccccc3)ccc2O[C@@H]1CN(C)Cc1ccc(Oc2ccccc2)cc1	37	0.1	14	11
CO[C@@H]1CC[C@@H]2CCN(C)C(=O)C[C@@H](c3ccccc3)CN(C)C(=O)c3cc(C#N)ccc3OC[C@@H]1O2	x	-1.5	-9	-4
C[C@H](CO)N1C[C@H](C)[C@@H](CN(C)Cc2ccncc2)Oc2ccc(NS(=O)(=O)c3ccc(F)cc3)cc2CC1=O	-12	9.1	1	-1
Cc1noc(C)c1NC(=O)N(C)C[C@@H]1Oc2cc(C#CCC3CCCC3)ccc2S(=O)(=O)N([C@H](C)CO)C[C@H]1C	-30	-1.7	x	19
O=C(C[C@@H]1C=C[C@H](NC(=O)C2CCC2)[C@H](CO)O1)NC1CCCCC1	x	1.8	x	1
O=C(C[C@H]1CC[C@@H](NC(=O)c2ccncc2)[C@H](CO)O1)Nc1ccccc1	1	2.5	44	-3
C[C@@H]1CN([C@@H](C)CO)C(=O)CCCn2cc(nn2)CO[C@@H]1CN(C)C(=O)Nc1ccccc1	2	0.1	u	7
C[C@@H]1CN([C@@H](C)CO)C(=O)c2cc(NC(=O)NC3CCCCC3)ccc2O[C@@H](C)CCCCO[C@H]1CN(C)CC1CC1	-32	11	56	17
CO[C@H]1CN(C)C(=O)c2cc(NC(=O)c3ccc4c(c3)OCO4)ccc2OC[C@H](C)N(CC2CC2)C[C@H]1C	-22	0.1	16	x
O=C(Nc1ccc(-c2ccccc2)cc1)[C@H]1[C@H](CO)[C@H]2Cn3c(cccc3=O)[C@H]2N1CC1CCOCC1	-19	0.7	63	-9
O=C(C1CC1)N1CCCCN2[C@H](C1)[C@H](c1ccc(-c3ccncc3)cc1)[C@@H]2CO	38	x	-8	-13
O=C(C[C@H]1C=C[C@H](NC(=O)c2ccccc2)[C@@H](CO)O1)NCc1ccc(Oc2ccccc2)cc1	3	3.9	-16	x
COc1ccccc1C#Cc1ccc2c(c1)O[C@@H](CN(C)C(C)=O)[C@@H](C)CN([C@@H](C)CO)S2(=O)=O	-62	-1.4	17	-2
COc1cccc(S(=O)(=O)N2C[C@H](O)COC[C@@H]3O[C@@H](CC(=O)N4CCOCC4)CC[C@H]32)c1	4	-0.3	44	x
CCCNC(=O)C[C@H]1CC[C@@H]2[C@H](COC[C@H](O)CN2C(=O)CC)O1	26	-0.6	x	9&-6
COCC(=O)Nc1ccc2c(c1)OC[C@H](C)N(C)C[C@H](C)[C@H](OC)CN(C)C2=O	-4	-0.1	-7	-7
NCC[C@@H]1CC[C@@H](NC(=O)C2CCC2)[C@@H](CO)O1	11	0.7	32	-8
O=C(N[C@@H]1C=C[C@@H](CC(=O)N2CCc3ccccc3C2)O[C@H]1CO)C1CCOCC1	-6	0.0	x	-4

Exported with values under each structure: part of the list above.
Below each compound – Pf Dd2 growth, KDM4C inh, Tcruzi prolif, C diff HTS
- COCC(=O)Nc1ccc2c(c1)OC[C@H](C)N(C)C[C@H](C)[C@H](OC)CN(C)C2=O
 : -4, -0.1, -7, -7
- COc1cccc(S(=O)(=O)N2C[C@H](O)COC[C@@H]3O[C@@H](CC(=O)N4CCOCC4)CC[C@H]32)c1
 : 4, -0.3, 44, x

As entered above:
C diff HTS result of `C[C@H]1CCCCO[C@@H](CN(C)S(=O)(=O)c2ccc(Cl)cc2)[C@@H](C)CN([C@@H](C)CO)C(=O)c2cc(NC(=O)NC3CCCCC3)ccc2O1` stands at -2
Tcruzi prolif result of `Cc1noc(C)c1S(=O)(=O)N(C)C[C@@H]1OCCCC[C@H](C)Oc2ccc(NC(=O)Nc3ccc4c(c3)OCO4)cc2C(=O)N([C@H](C)CO)C[C@@H]1C` stands at 82
Pf Dd2 growth result of `C[C@H]1CN([C@@H](C)CO)C(=O)c2ccccc2-c2ccccc2CO[C@H]1CN(C)Cc1ccc(O)cc1` stands at 5
